Screening results (PubChem BioAssay)
PV pol inh = poliovirus RdRp elongation inhibitors, primary screen, biochemical, fluorescence polarization, total intensity; % elongation, % (compound at 16.7 µg/mL); AID 588519, 2011; poliovirus polymerase elongation; hits give low values; 150,000 compounds, 0.66% hits; Genome polyprotein (Poliovirus type 1 (strain Mahoney)), P03300; in the data active = % elongation below about 90%; also: some results filed as inactive read as strong as hits
Target sequence (P03300 1749-2209 limits assumed): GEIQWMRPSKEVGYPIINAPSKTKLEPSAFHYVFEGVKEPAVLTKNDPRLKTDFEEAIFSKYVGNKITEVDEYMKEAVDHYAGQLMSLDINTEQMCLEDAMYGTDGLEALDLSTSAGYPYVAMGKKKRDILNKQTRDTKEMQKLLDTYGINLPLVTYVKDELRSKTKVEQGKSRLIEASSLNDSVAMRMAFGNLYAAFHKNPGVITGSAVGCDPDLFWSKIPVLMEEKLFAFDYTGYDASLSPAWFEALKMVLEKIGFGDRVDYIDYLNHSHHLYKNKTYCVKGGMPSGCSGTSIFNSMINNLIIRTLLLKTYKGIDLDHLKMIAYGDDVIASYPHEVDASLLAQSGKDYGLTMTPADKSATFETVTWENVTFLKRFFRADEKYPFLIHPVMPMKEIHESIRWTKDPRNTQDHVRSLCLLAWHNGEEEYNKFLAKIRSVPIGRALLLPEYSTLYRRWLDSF
PV pol inh FP z-score = recorded beside PV pol inh, whose call it bears; z-score; measured here: FP z-score; hits read low
The depositor's hits bear a star. An excerpt, so the mix of outcomes need not match the whole.

SMILES,PV pol inh FP z-score,PV pol inh
COc1ccccc1C(=O)Nc1nnc(SCc2cc(=O)c3cc(Cl)ccc3[nH]2)s1,-0.6,103
Cc1ccc(S(=O)(=O)Nc2ccc3c(c2)CCCN3C(=O)c2cccs2)cc1C,0.3,107
CCOc1ccc(-c2nnc(SCC(=O)c3ccc(Br)cc3)n2-c2ccccc2)cc1,-0.9,100
O=C(C1CCCN(S(=O)(=O)c2ccc(Br)s2)C1)N1CCN(c2ccccc2F)CC1 (configuration not stated),0.9,112
O=C1CSC(=S)N1/N=C/c1cccs1,-0.5,99
Cn1c(=O)n(C)c2cc(NS(=O)(=O)c3ccccc3)c(NCc3ccccc3)cc21,-0.7,103
Cn1c(=O)c2cc(S(=O)(=O)NC(C(=O)N3CCc4ccccc43)c3ccccc3)ccc2n(C)c1=O (configuration not stated),0.2,101
Cc1cc(NC(=O)c2ccc(Cl)cc2)c(C(C)C)c(S(=O)(=O)c2ccccc2)c1O,0.7,112

Remaining list, next part.
SMILES,PV pol inh FP z-score,PV pol inh
CC(CNc1ccccc1)C(=Nc1ccccc1)Nc1ccccc1 (configuration not stated),0.2,105
c1ccc2c(Nc3nc(-n4ccnc4)nc(-n4ccnc4)n3)cccc2c1,-0.1,102
Nc1nc2n(n1)C(c1ccco1)CC(c1ccc(F)cc1)N2 (configuration not stated),0.6,103
COc1ccc2c(c1)c1c(c(=O)n(CCc3ccccc3)c(=O)n1Cc1cccc(F)c1)n2C,1.2,113
N#Cc1c(F)cccc1N(Cc1cccnc1)C(=S)Nc1ccc(Cl)c(Cl)c1,0.7,107
O=C1Oc2ccccc2C(=O)/C1=C\N1CCCc2ccccc21,-0.1,100
CCCN(CCC)C(=O)c1c[nH]c2ccc(S(=O)(=O)N(C)c3ccc(OCC)cc3)cc2c1=O,0.1,105
O=C(CSCc1ccco1)c1ccc(F)cc1,-0.2,105

(list continues)
SMILES,PV pol inh FP z-score,PV pol inh
COc1cc(/C=C/c2nc(C#N)c(N3CCC(C)CC3)o2)cc(OC)c1OC,-0.4,107
CCC(=O)Nc1ccc(NC(=O)CC)cc1,-0.4,99
CCc1c(C)[nH]c(N)nc1=S,-1,93
c1ccc2c(c1)ncn2CC1CCCCC1,0.1,101
CCNc1nc(NCC)n2c(SCC(=O)N(CC)C3CCCCC3)nnc2n1,0.6,106
Cc1sc2ncn(CC(=O)N3CCN(c4ccccc4)CC3)c(=O)c2c1S(=O)(=O)N1CCC(C)CC1,-0.1,103
Cc1ccc(CC(C#N)Sc2nnc(C)n2Cc2ccccc2)cc1 (configuration not stated),0.5,107
O=S(=O)(c1ccccc1)c1nnn2c1nc(NCc1ccccc1)c1sccc12,-0.5,102

Further compounds:
SMILES,PV pol inh FP z-score,PV pol inh
CN(C)S(=O)(=O)N1CCN(c2ccccc2)CC1,0.5,107
O=C(CS(=O)(=O)c1cn(Cc2ccc(Cl)cc2)c2ccccc12)Nc1ccccc1,0,100
COc1ccc2nc(NC(=O)c3nc(S(=O)(=O)Cc4ccccc4)ncc3Cl)sc2c1,0.4,110
O=C1C2c3ccccc3CCN2C(=O)CN1CCc1ccccc1 (configuration not stated),1.4,105
CCOC(=O)C1C(=O)C=C(c2cccc(OC)c2)CC1c1ccc(CC)cc1 (configuration not stated),-0.1,101
O=C(Nc1ccccc1)N1CCCc2ccccc21,-0.3,101
CN(Cc1ccccc1)C(=O)c1cc(-c2ccco2)nc2ccccc12,-0.3,101
CNC(=O)Nc1ccc(Oc2cncc(Cl)c2)nc1,-0.2,101

The results go on:
SMILES,PV pol inh FP z-score,PV pol inh
COc1cc(C(=O)N(C)c2ccccc2)cc(OC)c1OC,0.1,105
COc1ccc(OCCSc2nc(C)cc(=O)[nH]2)cc1,0.2,102
N#CCC(=O)Nc1ccc(C(=O)NCc2ccccc2)cc1,0.4,104
O=C(O)CC12CC3CC(CC(C3)C1(F)F)C2,-1.1,100
O=C(CSc1nc(-c2ccccc2)cc(C(F)(F)F)n1)NCCN1CCOCC1,-0.6,100
O=C(NCc1cccs1)c1ccc2c(c1)sc1nc(-c3ccc(F)cc3)cn12,0,106
CC1(C)CC(=O)C(C(=N)Cc2ccccc2)=C(O)C1,-0.8,100
Cn1c(=O)[nH]c(=O)c2c1nc(Br)n2CC(O)COc1ccc(Cl)cc1Cl (configuration not stated),-0.1,103

Going on with the list:
SMILES,PV pol inh FP z-score,PV pol inh
O=C(Nc1cccc(F)c1)c1ccc2oc(=O)n(Cc3ccccc3)c2c1,-1.4,100
FC(F)Oc1ccc(-c2csc(=Nc3cccnc3)n2C2CC2)cc1,0.1,105
CC(=O)N1CCN(C(=O)CSc2nc(-c3ccc(F)cc3)cs2)CC1,-0.1,99
Cn1cccc1C(=O)NN,0.3,103
N/C(=N/O)c1cn(-c2ccccc2)nc1-c1ccccc1,0.8,103
COc1ccc(CCNC(=O)c2cc3c(=O)[nH]c4ccc(C)cc4c3s2)c(OC)c1,1.1,104
N#CC(c1ccccc1)c1ccccc1,0.1,104
CC(C)N1C(=O)CSC1c1cccs1 (configuration not stated),-0.9,100

The list continues.
SMILES,PV pol inh FP z-score,PV pol inh
CCCSCCCNC(=O)CN1C(=O)COc2ccc(S(=O)(=O)N3CCC(C)CC3)cc21,-1.1,101
CCn1c(SCC(=O)NC2CCCC2)nnc1-c1ccccc1,-0.1,100
CC(=O)Nc1ccc(NC(=O)NC2(c3ccccc3)CC2)cc1,-0.3,100
Cc1ccc(C2c3[nH]c4ccccc4c3CCN2C(=O)c2cccc(C)c2)cc1 (configuration not stated),1.6,114
CC(C)CCn1c(=O)c2ccccc2n2c(COC(=O)C3CC=CCC3)nnc12 (configuration not stated),0.3,106
O=C(CSc1nc(=O)n(Cc2cccnc2)c2c1CCC2)Nc1ccc(F)cc1F,0.4,108
CC(C)(C)C1CCc2c(sc3nc(-c4cc5ccccc5oc4=O)[nH]c(=O)c23)C1 (configuration not stated),2.2,118
CCOc1cc(C#N)c(NC(=O)Cn2nnc(-c3ccc(C)cc3)n2)cc1OCC,-0.1,103

Going on with the list:
SMILES,PV pol inh FP z-score,PV pol inh
O=c1c2ccccc2c(/C=N/C2=NCCS2)c(O)n1-c1ccc(Cl)cn1,-1.3,92
CCN(CC)CCCNC(=O)CN1N=C(c2ccccc2)CCC1=O,-1.3,105
CCn1c(O)c(C=NC2CCCCCC2)c(=O)[nH]c1=S,-0.4,100
CC1CCN(S(=O)(=O)c2ccc3c(c2)N(CC(=O)NCCN(C)C)C(=O)CO3)CC1,0.8,107
Cc1ccc2cc3cc(C(=O)N4CCN(c5ccc(Cl)cc5)CC4)oc3nc2c1,1.7,115
CC(C)n1c(N2CCN(Cc3ccc(Cl)cc3)CC2)nc2ccccc21,0.1,102
Cc1c(Cl)cccc1NC(=O)Cn1nc(C(F)(F)F)c2c1CCC2,0,103
CC(=O)N1C(=O)/C(=C\C(=O)c2ccc(C)cc2)c2ccccc21,-0.2,102

Additional records:
SMILES,PV pol inh FP z-score,PV pol inh
COc1ccc(-n2nc3ccc(NC(=O)CSc4ccc(Cl)cc4)cc3n2)cc1,0.2,102
COc1ccc(C2(C#N)CCc3[nH]c4ccccc4c3C2)cc1OC (configuration not stated),0.7,109
CCCC1c2ccsc2CCN1C(=O)c1ccc(Cl)cc1 (configuration not stated),0.3,105
COc1ccc(NC(=S)N2CCCCC2)cc1,-0.3,100
O=C(COc1ccc(F)cc1)N/N=C/c1ccc2c(c1)OCCO2,0.2,104
O=C(O)Cn1cc(CN2CCCC2)c2ccccc21,0.3,103
CC(=O)Nc1ccc(C(=O)CSc2nc(C)cc(=O)[nH]2)cc1,-0.1,101
Cn1c(N)c(C(=O)Cn2nnc(-c3cccc(C(F)(F)F)c3)n2)c(=O)n(C)c1=O,0,101

(cont.)
SMILES,PV pol inh FP z-score,PV pol inh
CC(C)(C)C1CCc2c(sc(NC(=O)c3cccc(Cl)c3)c2C(=O)NCc2ccco2)C1 (configuration not stated),-1.1,101
C/C(=N\OCc1ccc(C(=O)N2CCOCC2)o1)c1ccc(Cl)cc1Cl,0.1,102
CCCCN(CCCC)CCNC(=O)Cn1nc(CC)n2c(cc3sc(C)cc32)c1=O,-0.5,104
COc1ccc(OCC(=O)Nc2ccc(CN3CCOCC3)cc2)cc1,-0.1,102
CCC(CC)C(=O)Nc1ccc(OCc2cc(=O)n3ccc(C)cc3n2)cc1,1.4,112
CCCCc1nn2c(=O)cc(COC(=O)c3cccc(NC(=O)c4cccs4)c3)nc2s1,-1.2,101
CN1C(=O)C(=Cc2ccccc2)C(=O)N(C)C1=O,0.1,105
O=C(COC(=O)c1cccs1)Nc1ccccc1,-0.2,101

(cont.)
SMILES,PV pol inh FP z-score,PV pol inh
CCSC1=C(C#N)C(C)C(C#N)C(=O)N1 (configuration not stated),-0.6,100
COc1cccc(NC(=S)C(C#N)=C2N(C)c3ccccc3N2C)c1,0,101
Cc1ccc(C)c(CN2C(=O)c3ccccc3S(=O)(=O)c3ccc(C(=O)NCCc4ccc(Cl)cc4)cc32)c1,0.1,106
O=C(Nc1ccc(OC(F)(F)F)cc1)c1cc2ccccn2n1,-1.6,99
O=C(OCc1ccc(Cl)cc1)c1cnc(N2CCCCC2)nc1C(F)(F)F,-0.7,99
O=C(/C=C/c1ccc(Br)o1)OCC(=O)c1ccccc1,-0.2,101
O=C(CSc1nnc(CNC(=O)c2ccccc2)n1-c1cccc(Cl)c1)Nc1ccccc1F,1.4,112
C=C1C(C(=O)N2c3ccccc3CC2C)C1C(=O)N1c2ccccc2CC1C (configuration not stated),-0.1,99

The list goes on.
SMILES,PV pol inh FP z-score,PV pol inh
Cc1ccc(NC(=O)CNS(=O)(=O)c2ccccc2)c(C(=O)c2ccccc2)c1,0.3,103
O=C(NCc1n[nH]c(=O)c2ccccc12)C1CC(=O)N(c2ccccc2)C1 (configuration not stated),0,100
Cc1ccc(-n2ncc3c(NCCO)ncnc32)cc1Cl,-0.6,104
CC(C)(C#CC(O)(c1ccccc1)c1ccccc1)N1CCCCC1,-0.1,102
Cn1c(SCC(=O)c2ccc3c(c2)OCCO3)nnc1-c1ccc2ccccc2c1,-1.9,94
Cc1nn2c(=O)cc(CSCc3ccco3)nc2s1,-1.2,99
COc1ccc(CCNC(=O)CSc2nc(C)c(C)c(=O)[nH]2)cc1OC,0.1,102
Cc1nc2c(c(C)nn2-c2ccccc2)c(C)c1CCC(=O)NCc1ccccc1,0.8,111

Entries above with bromine, in the order listed:
SMILES,PV pol inh FP z-score,PV pol inh
CCOc1ccc(-c2nnc(SCC(=O)c3ccc(Br)cc3)n2-c2ccccc2)cc1,-0.9,100
O=C(C1CCCN(S(=O)(=O)c2ccc(Br)s2)C1)N1CCN(c2ccccc2F)CC1 (configuration not stated),0.9,112
Cn1c(=O)[nH]c(=O)c2c1nc(Br)n2CC(O)COc1ccc(Cl)cc1Cl (configuration not stated),-0.1,103
O=C(/C=C/c1ccc(Br)o1)OCC(=O)c1ccccc1,-0.2,101

Going on with the list.
SMILES,PV pol inh FP z-score,PV pol inh
CCCCCC1C/C(=N\O)C=C(C)C1C(=O)OC (configuration not stated),0.1,102
Cc1nnc2sc(-c3cccc(NC(=O)c4ccco4)c3)nn12,-0.7,98
CCNc1nc(OC)nc(Oc2ccc(OCC(=O)OC)nn2)n1,-0.2,102
COc1cccc2cc(C(=O)C3=C(O)C(=O)N(CCCn4ccnc4)C3c3ccc(F)cc3)oc12 (configuration not stated),0.5,102
CCNC(=S)N1CCN(CCN=CC2=C(O)CC(c3ccccc3)CC2=O)CC1 (configuration not stated),-0.1,102
CCn1c(=O)c2c(c3ccccc31)Oc1ccc(C)cc1N=C2C,2.6,130
O=S(=O)(Cc1nc(-c2ccccc2Cl)cs1)c1cccs1,0.7,107
COc1cc(C(=O)NCc2nnc(SCC(=O)Nc3cc(C(F)(F)F)ccc3Cl)o2)cc(OC)c1OC,-0.8,98

New compounds follow
SMILES,PV pol inh FP z-score,PV pol inh
OCCN=c1cc(-c2ccccc2)oc2ccc(Cl)cc12,-0.6,99
COc1ccc(Cl)cc1NC(=O)CSc1nc2nccnc2c(=O)n1Cc1ccc(C)cc1,1.4,106
Fc1ccc(N2CCN(CCCNc3nc(-c4ccccc4F)no3)CC2)cc1,0.9,102
NC(=O)C1CCN(Cc2c(O)ccc3cc(Br)ccc23)CC1,-0.3,102
Cc1cc(C)n2nc(CNC(=O)Nc3ccccc3Cl)nc2n1,0.4,104
O=C(NCCC(=O)N1CCCc2ccccc21)c1ccco1,-0.3,101
C=C1CC[C@@H](O)C/C1=C/C=C1\CCC[C@]2(C)[C@@H]([C@H](C)/C=C/[C@@H](C)C(C)C)CC[C@@H]12,0,99
Cc1ccc(NC(=O)C2CCCN(c3ncnc4onc(C)c34)C2)c(Cl)c1 (configuration not stated),0,108

Next part, starting with the last 5 of the part before.
SMILES,PV pol inh FP z-score,PV pol inh
NC(=O)C1CCN(Cc2c(O)ccc3cc(Br)ccc23)CC1,-0.3,102
Cc1cc(C)n2nc(CNC(=O)Nc3ccccc3Cl)nc2n1,0.4,104
O=C(NCCC(=O)N1CCCc2ccccc21)c1ccco1,-0.3,101
C=C1CC[C@@H](O)C/C1=C/C=C1\CCC[C@]2(C)[C@@H]([C@H](C)/C=C/[C@@H](C)C(C)C)CC[C@@H]12,0,99
Cc1ccc(NC(=O)C2CCCN(c3ncnc4onc(C)c34)C2)c(Cl)c1 (configuration not stated),0,108
CC1=CN2C(=N)/C(=C/c3cc(C)n(Cc4ccccc4)c3C)C(=O)N=C2S1,0.1,102
Cc1ccccc1N1C(=O)NC(=O)C(CCc2ccncc2)(Cc2ccc3c(c2)OCO3)C1=O (configuration not stated),0.7,102
Cc1cc(C(=O)CN2CC(=O)Nc3ccccc32)c(C)n1-c1c(C)n(C)n(-c2ccccc2)c1=O,-0.6,99
O=c1cc(-c2ccccc2)n2c(SCc3ccccc3Cl)nnc2[nH]1,0.1,107
COCCn1c(SCC(=O)c2ccc(C)cc2C)nc2cc(C(=O)NC3CCCC3)ccc2c1=O,4.8,130
COc1ccc(-n2c(CCC(=O)O)ccc2-c2ccccc2)cc1,-0.6,101
O=S(=O)(Nc1nc2ccccc2nc1NCCN1CCOCC1)c1ccc2c(c1)OCCO2,-0.1,100
CC1CCN(S(=O)(=O)c2ccc3nc(Nc4cccc(C(F)(F)F)c4)ccc3c2)CC1,-0.3,105
Cc1ccccc1NC(=O)CSC1=NC(=O)CC(=O)N1Cc1ccccc1,0,101
